CDK5 p35 inh – blocks human CDK5/p35 kinase activity | Recombinant CDK5/p35, ADP-Glo luminescence, 60 min | inhibition, % at 10 µM | 330,000 compounds, 0.01% hits | AID 488839;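 active = highest replicate inhibition of at least 50% and at least 75% of replicates reaching 50%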;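 note: plate controls were DMSO neutral control for no effect and GW8510 at 10 µM for full effect; many of its hits are not listed in these tables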
Target sequence (Q00535 whole entry, looked up): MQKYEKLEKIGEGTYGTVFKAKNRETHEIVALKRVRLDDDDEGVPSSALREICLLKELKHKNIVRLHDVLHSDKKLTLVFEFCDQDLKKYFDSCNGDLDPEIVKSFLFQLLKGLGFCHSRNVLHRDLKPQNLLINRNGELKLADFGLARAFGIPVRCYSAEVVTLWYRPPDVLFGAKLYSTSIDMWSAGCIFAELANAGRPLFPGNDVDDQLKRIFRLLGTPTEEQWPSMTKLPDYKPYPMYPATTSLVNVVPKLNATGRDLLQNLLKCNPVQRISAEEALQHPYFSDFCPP
Target sequence (Q15078 whole entry, looked up): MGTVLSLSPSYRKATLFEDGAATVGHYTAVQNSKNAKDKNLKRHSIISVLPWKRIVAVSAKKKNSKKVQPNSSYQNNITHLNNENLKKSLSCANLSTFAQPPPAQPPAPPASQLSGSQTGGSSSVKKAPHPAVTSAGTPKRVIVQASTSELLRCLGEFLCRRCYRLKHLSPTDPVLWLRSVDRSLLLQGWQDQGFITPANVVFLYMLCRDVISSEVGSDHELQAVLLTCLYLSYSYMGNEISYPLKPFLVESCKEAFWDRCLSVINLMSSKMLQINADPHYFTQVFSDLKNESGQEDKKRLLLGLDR
V-ATPase pH – regulators of yeast V-ATPase proton transport | response, % at 10 µM | AID 504577 | S. cerevisiae, pHLuorin cytosolic pH fluorescence | 350,000 compounds, 0.37% hits; in the data active = response mostly above about 7.3%, no sharp cut-off; inactive = mostly below about 5.4%; note: actives read high; inactives centre near 0; some compounds called inactive have numbers as strong as hits; reference of the scale not given here
SR-BI DiI inh – mouse SR-BI HDL lipid transfer inhibition; Q61009; ldlA[mSR-BI] CHO cells, DiI-HDL uptake fluorescence, 3 h; inhibition, % at 12.5 µM; 320,000 compounds, 0.96% hits;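 active = mean replicate inhibition of at least 70% and a set share of replicates each scoring 70 or more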;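 note: 0% = median of neutral control wells and 100% = median of positive control wells; values of inactives mirror those of a sister screen read the other way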
Target sequence (Q61009 whole entry, looked up): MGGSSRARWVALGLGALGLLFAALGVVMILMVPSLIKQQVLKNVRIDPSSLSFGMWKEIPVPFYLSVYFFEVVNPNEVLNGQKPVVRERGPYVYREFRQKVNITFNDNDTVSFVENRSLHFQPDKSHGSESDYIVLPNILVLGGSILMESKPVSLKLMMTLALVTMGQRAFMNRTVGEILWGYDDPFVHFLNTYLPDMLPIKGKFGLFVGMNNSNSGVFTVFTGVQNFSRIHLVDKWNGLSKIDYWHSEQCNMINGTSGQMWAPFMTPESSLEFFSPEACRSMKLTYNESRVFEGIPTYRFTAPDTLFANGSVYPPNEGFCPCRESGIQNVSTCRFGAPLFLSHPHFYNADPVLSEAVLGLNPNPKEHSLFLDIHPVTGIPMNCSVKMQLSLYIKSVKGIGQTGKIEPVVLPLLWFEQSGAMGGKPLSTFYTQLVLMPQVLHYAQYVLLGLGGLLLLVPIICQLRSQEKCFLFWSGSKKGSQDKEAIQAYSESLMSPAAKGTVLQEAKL
NSD2 HMT inh – NSD2 (human) methyltransferase inhibition. O96028. NSD2 peptide methylation, AlphaScreen, 120 min. inhibition, % at 12.5 µM. 310,000 compounds, 0.54% hits; in the data active = inhibition above about 50%
MITF TRPM1 HTS – activators of MITF-driven TRPM1 promoter activity in SK-MEL-5 cells; SK-MEL-5 TRPM1-promoter luciferase, 24 h; % of positive control, neutral wells = 0; activation, % at 12.5 µM; AID 588334; 300,000 compounds, 0.75% hits;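 active = mean activation of at least 80% with every replicate also reaching 80%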;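 note: 0% = neutral control wells and 100% = parthenolide positive control wells; values of inactives mirror those of a sister screen read the other way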
Wnt act – Wnt/beta-catenin pathway activation; 300,000 compounds, 1.2% hits; activation, % at 9.35 µM; AID 743398; Wnt/beta-catenin reporter cell assay, activator, plate reader; in the data active = activation above about 30%, passing the limit was not always enough;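 note: 0% = neutral control wells and 100% = positive control wells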
HTR5A inv ctr – inverse agonist of human HTR5A in OPRM1-OPRD1 counter-screen. P47898. HTR5A cell line, luminescence, inverse agonism. inhibition, % at 9.3 µM. 340,000 compounds, 0.083% hits. AID 504634; in the data active = inhibition mostly above about 23%, no sharp cut-off; inactive = mostly below about 18%;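 note: 0% = cells with DMSO and 100% = no-cell wells with DMSO; some compounds called inactive have numbers as strong as hits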
HTR5A ag – HTR5A agonism, opioid heterodimer counter-screen. HTR5A agonist assay, luminescence, cell-based. activation, % at 9.3 µM. P47898. 340,000 compounds, 0.61% hits. AID 504692; in the data active = activation mostly above about 9.5%, no sharp cut-off; inactive = mostly below about 7.6%;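 note: 0% = cells with vehicle only and 100% = reference agonist; strong numbers were not always called active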
dFosB activator – mouse delta FosB homodimer activation. P13346. purified delta FosB, TAMRA-CDK5 oligo fluorescence polarization; percent of positive-control signal above neutral wells. activation, % at 25 µM. 340,000 compounds, 0.99% hits;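 active = mean activation above about 17%, with every replicate also reaching it, limit read from the data, passing the limit was not always enough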;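 note: fluorescence polarization rise as delta FosB binds a TAMRA Cdk5 AP-1 oligo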
PvdQ inh – blocks Pseudomonas aeruginosa PvdQ acylase activity. purified PvdQ acylase, fluorescence plate reader. inhibition, % at 10 µM. 340,000 compounds, 0.063% hits; in the data active = inhibition above about 30%, passing the limit was not always enough;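 note: 0% = vehicle neutral wells and 100% = reference inhibitor wells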
* = called active by the depositor; . = no result given. Compounds as they come, and some 5% of all compounds hit somewhere here.

| Structure | CDK5 p35 inh | V-ATPase pH | SR-BI DiI inh | NSD2 HMT inh | MITF TRPM1 HTS | Wnt act | HTR5A inv ctr | HTR5A ag | dFosB activator | PvdQ inh |
| --- | --- | --- | --- | --- | --- | --- | --- | --- | --- | --- |
| CN1C(=O)C2(OCC(C)([N+](=O)[O-])CO2)c2ccccc21 (centres undefined) | 1.2 | 1.8 | 3.8 | -2.6 | -9.4 | -2.4 | -24.7 | 6.6 | 4.9 | -4.6 |
| CCOC(=O)c1c(C)n(C)c2ccc(OCCN(C)C)cc12 | 1.0 | . | -12.0 | 8.2 | -2.4 | . | -21.6 | 8.0 | 4.5 | 4.0 |
| CSc1nc(=S)n(-c2ccccc2)c(C)c1C(C)=O | -0.1 | 0.5 | 1.7 | -2.5 | -13.1 | -1.7 | 10.1 | -2.7 | -1.7 | -7.8 |
| CCOc1cc(NC(=S)NCC2CCCO2)c(OCC)cc1NC(=O)c1cccc(F)c1 (centres undefined) | 1.3 | 2.0 | 61.0 | -0.2 | -0.6 | 2.1 | 7.5 | -2.7 | -10.2 | -1.8 |
| Fc1ccc(Br)cc1SCCc1ccncc1 | 1.2 | 4.4 | 1.6 | -1.6 | 1.0 | -1.7 | 4.9 | -1.4 | 6.3 | 20.1 |
| Cc1ccc(S(=O)(=O)N2CCCC(C(=O)Nc3cccnc3)C2)cc1 (centres undefined) | -0.5 | 1.3 | -14.8 | -2.2 | . | . | -9.1 | -2.0 | 4.0 | -8.0 |
| O=C(NNC(=S)NCc1ccco1)c1ccccc1Br | 0.5 | 1.3 | -5.3 | 3.0 | -3.7 | 1.1 | -11.2 | 3.1 | 2.9 | -7.7 |
| O=C(NCCNCc1cccc(Cl)c1)c1ccco1 | -8.1 | 0.5 | 0.7 | 2.2 | 5.6 | 9.4 | 17.7 | -4.9 | -4.2 | -5.8 |
| Cc1c(Cl)c(=O)oc2cc(OCC(=O)N3CCCC(C)C3)ccc12 (centres undefined) | -5.3 | -3.7 | 25.1 | -1.6 | 8.1 | 1.8 | 2.1 | -0.8 | -14.6 | -14.5 |
| Cc1cc(C(=O)COC(=O)c2cnccn2)c(C)n1-c1ccc(Br)cc1 | -0.6 | -0.6 | -3.2 | 4.1 | -12.7 | -4.3 | 28.3 | -7.3 | -5.4 | -18.4 |
| CCc1ccc(NC(=O)CSC2=C(C#N)C(c3ccco3)C3=C(CCCC3=O)N2)cc1 (centres undefined) | 1.7 | 4.2 | 8.8 | 1.0 | -1.4 | . | -9.2 | 6.1 | -18.8 | -21.2 |
| CC(=O)NS(=O)(=O)c1ccc(Nc2ccc([N+](=O)[O-])c3nonc23)cc1 | 4.0 | 8.0 | . | 5.0 | -8.3 | 3.0 | 35.2 | -13.1 | 2.4 | -20.0 |
| CC(=O)OCCCN1c2ccccc2Nc2nnc(-c3ccccc3)cc21 | -0.6 | 6.1 | 19.1 | 2.0 | 98.4* | . | -10.5 | -3.1 | -16.9 | 9.2 |
| Cc1ccc(-c2ccc(=O)n(CCC(=O)NCCN3CCCCC3C)n2)cc1 (centres undefined) | 1.0 | -0.7 | 59.7 | 0.1 | 5.7 | 2.2 | -11.5 | 4.2 | -5.1 | -14.9 |
| CC(=O)N1c2ccc(S(=O)(=O)NCCC(=O)N3CCCC(C)C3)cc2CC1C (centres undefined) | 1.8 | -3.4 | 5.9 | 34.2 | -1.2 | -2.9 | -2.3 | 0.6 | -1.9 | -4.1 |
| CCOC(=O)c1ccc(S(=O)(=O)N2CCN(C(=O)c3ccccn3)CC2)cc1 | -1.2 | -2.7 | 3.6 | -1.3 | -2.2 | 2.0 | 13.4 | 1.2 | -0.3 | -9.2 |
| C#CCOCCOCCOCCNc1nc(N2CCN(C(=O)C([C@@H](C)CC)n3cc(C(N)Cc4ccc(O)cc4)nn3)CC2)nc(N2CCN(C(=O)[C@H](CCC(=O)O)n3cc(C(N)CO)nn3)CC2)n1 (some centres undefined) | 0.0 | -1.8 | -17.7 | . | 0.3 | . | -8.9 | 2.6 | -12.2 | -12.7 |
| COc1ccccc1N1CCN(C(=O)c2ccc3[nH]c4c(c3c2)CCCC4)CC1 | -0.9 | 1.7 | 1.3 | 4.7 | -7.5 | . | 8.7 | -1.6 | -4.6 | 5.7 |
| COc1ccc2oc(C(=O)OCC(=O)NCc3ccco3)c(C)c2c1 | -1.4 | 0.9 | 3.9 | 1.0 | 11.6 | 4.2 | 2.9 | -1.2 | -6.9 | 8.6 |
| Cc1cc2nc(SCC(=O)Nc3ccccc3C(=O)O)[nH]c2cc1C | 0.1 | -0.6 | 7.4 | 1.2 | -14.3 | 9.9 | -1.1 | 0.4 | -3.5 | 2.9 |
| COc1ccc(NC(=O)c2ccc([N+](=O)[O-])o2)cc1 | 1.1 | 4.8 | 3.8 | 4.4 | . | 0.9 | -11.6 | 0.0 | -2.7 | 5.8 |
| O=C(N/N=C/c1ccncc1)NC12CC3CC(CC(C3)C1)C2 | -6.0 | -0.2 | -15.9 | -2.7 | . | 10.1 | -20.6 | 3.6 | -5.6 | -13.5 |
| CCOC(=O)Cc1cnc(N)s1 | 0.4 | 0.1 | . | -2.8 | 6.5 | 0.4 | 27.4 | -3.8 | -1.7 | -5.5 |
| CCN(C(=O)c1cc2c(=O)[nH]c3ccc(C)cc3c2s1)c1ccccc1C | 0.5 | 6.2 | 10.6 | 16.8 | 25.8 | -3.3 | -10.4 | 3.8 | 2.9 | -12.0 |
| O=C1CSC2(N1)C1CC3CC(C1)CC2C3 (centres undefined) | 0.9 | 1.3 | 7.4 | -3.5 | -0.2 | -3.4 | -25.2 | 3.4 | -3.5 | 2.9 |
| CCOC(=O)[C@H]1[C@H]2COc3ccccc3[C@@H]2N2C(=O)c3cc(Br)ccc3NC(=O)[C@@]12C | -6.3 | -1.1 | -5.8 | . | -5.2 | 0.6 | 4.1 | -1.6 | -2.1 | -13.0 |
| CCCCCCOc1ccc(-c2ccc(C#N)cn2)cc1 | -0.5 | -2.1 | . | 1.0 | 6.3 | . | 1.3 | 5.9 | -4.3 | -9.9 |
| CCCCN(C(=O)c1ccc(C)c(S(=O)(=O)N2CCOCC2)c1)c1c(N)n(CCCC)c(=O)[nH]c1=O | 0.5 | -4.4 | 5.8 | -2.3 | -1.3 | -0.2 | 0.5 | -0.2 | 1.5 | -1.3 |
| CCCCN(CCCC)Cc1cc2ccccc2c2c1COC2 | -0.9 | 2.0 | 12.6 | -3.2 | -0.3 | 0.0 | 14.7 | 5.1 | -6.2 | -5.1 |
| COc1ccc(N2CCN(CCOc3ccc4c(C)cc(=O)oc4c3)CC2)cc1 | -0.4 | 0.5 | 9.6 | 0.5 | 4.3 | 14.6 | 3.2 | -2.1 | -2.0 | -7.5 |
| CCSC1=C(C#N)C(c2ccc(OC)c(OC)c2)CC(=O)N1 (centres undefined) | 0.0 | 2.6 | -0.3 | -1.6 | . | -1.9 | 8.4 | -3.4 | 2.7 | -11.9 |
| C=CCc1ccccc1OCC(O)CNC(C)C (centres undefined) | -0.9 | 1.0 | -2.3 | . | 3.2 | -3.9 | 15.4 | -4.3 | 1.7 | 4.9 |
| COc1ccc(C2NC(=O)C(C#N)=C(S)N2c2ccc(C)cc2)cc1OC (centres undefined) | 0.2 | -1.5 | 0.2 | -10.7 | 4.6 | 0.1 | 3.6 | 0.6 | -0.5 | 6.5 |
| CC(Sc1nnnn1-c1cccc(F)c1)C(=O)NC1CCCC1 (centres undefined) | -0.8 | -1.1 | 1.5 | -1.9 | -10.6 | -4.4 | 25.8 | -3.5 | -8.9 | -13.8 |
| CCn1nnnc1SCC(=O)Nc1ccc(F)cc1 | 0.9 | 1.4 | . | 3.7 | 5.9 | 1.5 | 4.7 | -0.1 | 2.4 | -15.3 |
| O=C(Cn1cc(C(F)(F)F)ccc1=O)N1CCc2ccccc2C1 | 1.8 | 0.6 | 0.5 | . | -5.3 | -0.3 | -14.8 | 4.1 | -0.8 | -4.6 |
| Cc1ccc(-c2ccccc2NC(=O)CS(=O)CC(=O)Nc2ccc(C)c(Cl)c2)o1 (centres undefined) | -1.6 | -0.4 | 9.3 | . | 1.6 | 4.5 | 9.7 | -4.0 | -1.6 | -11.8 |
| NC(=O)COc1c(-c2ccco2)oc2ccccc2c1=O | 0.6 | -2.0 | -15.1 | 1.7 | -10.2 | 0.1 | -5.5 | 1.9 | -13.1 | 2.5 |
| Cc1cc(C)cc(SCc2noc(C(=O)NCC3CCCO3)c2C(=O)O)c1 (centres undefined) | 0.9 | 2.1 | -33.4 | . | 16.5 | -0.3 | 7.5 | 1.6 | 3.0 | -15.1 |
| COc1ccc(COC(=O)NNC(=O)c2ccc(OC)cc2)cc1 | 2.4 | -0.2 | -7.1 | -4.3 | -3.1 | . | 12.7 | 5.2 | 2.9 | -10.6 |
| CC(C)CCN(CCC(C)C)C(=O)Cc1c(O)c2ccccc2[nH]c1=O | -8.2 | -7.3 | . | 1.3 | 3.1 | 6.3 | -0.7 | 0.8 | -7.2 | -11.6 |
| CNC(=O)c1csc(-c2ccncc2)n1 | 0.5 | 0.5 | 9.2 | -1.4 | . | -1.9 | -6.1 | 2.0 | -6.3 | -12.2 |
| O=C(O)c1ccc(-n2nnnc2SCc2ccccc2)cc1 | -1.4 | 5.3 | -17.7 | 0.8 | . | -0.9 | -33.7 | -0.9 | -3.1 | -16.5 |
| O=c1c(Cc2ccccc2)c(O)c2cccc3c4c(n1c23)CCCC4 | -0.4 | -2.5 | 2.8 | 1.1 | -5.9 | 3.7 | -17.5 | 1.6 | -5.6 | -9.9 |
| Cc1cc(C)nc(Nc2n[nH]c(COc3ccc4ccccc4c3)n2)n1 | 0.0 | 0.4 | -5.9 | -0.7 | -3.3 | . | -12.0 | -3.0 | -9.9 | -10.6 |
| Cn1cc(CN2CCC(C(=O)N3CCCC3)CC2)c(-c2ccccc2F)n1 | -1.3 | -1.1 | 4.1 | . | 7.2 | -1.4 | -10.9 | 1.3 | -7.0 | -7.0 |
| CCCCN1C(=O)/C(=C/C=C2\SCCN2C)SC1=S | 1.6 | -1.6 | 71.1* | 5.3 | 91.6* | 11.4 | 10.1 | -3.6 | -2.8 | -1.2 |
| Cn1cc(S(=O)(=O)N2CCc3ccccc32)cc1C(=O)Nc1ccc(Cl)cc1 | -0.2 | 0.2 | 57.2 | . | . | -10.4 | -8.8 | 2.9 | -0.1 | 18.1 |
| CSc1c(CC(=O)Nc2ccccc2Cl)n(Cc2ccccc2)c2ccccc12 | -1.3 | -0.8 | 15.1 | -0.1 | -3.5 | 0.0 | 2.6 | -0.6 | -6.7 | -1.5 |
| O=C(NN1CCOCC1)c1ccc(Br)cc1 | -3.3 | 4.1 | -13.9 | -1.4 | . | -0.1 | 5.5 | 0.6 | -3.0 | -0.7 |
| Cc1cc(NC(=O)c2cc(-c3ccccn3)nc3c(Cl)cccc23)no1 | -0.9 | -0.9 | 41.4 | 1.0 | -16.0 | -4.2 | 6.6 | 3.7 | 14.7 | -1.5 |
| COC(=O)CSc1nnnn1-c1ccccc1 | 2.1 | -1.0 | . | -1.9 | 4.6 | 1.4 | 7.9 | -3.1 | -6.6 | -7.0 |

Part of the list above, reformatted.
Sequence of screens: CDK5 p35 inh	V-ATPase pH	SR-BI DiI inh	NSD2 HMT inh	MITF TRPM1 HTS	Wnt act	HTR5A inv ctr	HTR5A ag	dFosB activator	PvdQ inh
- Cn1cc(S(=O)(=O)N2CCc3ccccc32)cc1C(=O)Nc1ccc(Cl)cc1
    -0.2	0.2	57.2	.	.	-10.4	-8.8	2.9	-0.1	18.1
- CSc1c(CC(=O)Nc2ccccc2Cl)n(Cc2ccccc2)c2ccccc12
    -1.3	-0.8	15.1	-0.1	-3.5	0.0	2.6	-0.6	-6.7	-1.5
